Screening results from PubChem BioAssay.
mlh1 rad18 – NCI yeast anticancer drug screen, S. cerevisiae mlh1 rad18 strain | % growth inhibition at 50 µM | actives 11% (n = 79,000) | AID 175;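 further: 0% = growth of vehicle-only cultures of the same strain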
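Inhibition values reflect reduced growth of mutant yeast versus vehicle-treated controls following compound exposure; the mutations affect DNA damage repair.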
sgs1 mgt1 – NCI yeast anticancer drug screen, S. cerevisiae sgs1 mgt1 strain | AID 161 | % growth inhibition at 50 µM | actives 10% (n = 78,000);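 further: 0% = growth of vehicle-only cultures of the same strain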
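Percent growth inhibition was derived by comparing compound-exposed mutant yeast with vehicle-exposed cultures. The strain carries alterations in DNA damage repair.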
mec2-1 – NCI yeast anticancer drug screen, S. cerevisiae mec2-1 strain. growth inhibition, % at 50 µM. actives 9% (n = 79,000). AID 157;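 further: 0% = growth of vehicle-only cultures of the same strain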
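Mutant yeast (mec2-1) grown with compound; growth inhibition relative to vehicle control reported.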
bub3 – NCI yeast anticancer drug screen, S. cerevisiae bub3 mutant strain; growth inhibition, % at 50 µM; actives 9.9% (n = 78,000); AID 167;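 further: 0% = growth of vehicle-only cultures of the same strain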
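Compounds were applied to a genetically altered yeast strain carrying a cell-cycle control defect. Growth inhibition was scored against vehicle-treated controls.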
yeast cln2 rad14 – NCI yeast anticancer drug screen, S. cerevisiae cln2 rad14 strain; AID 165; actives 8.3% (n = 78,000); % growth inhibition at 50 µM;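 further: 0% = growth of vehicle-only cultures of the same strain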
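Yeast carrying cln2 and rad14 alterations (cell cycle control and DNA damage repair) were exposed to compounds. Growth inhibition was measured against vehicle-treated controls.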
yeast rad50 – NCI yeast anticancer drug screen, S. cerevisiae rad50 strain. growth inhibition, % at 50 µM. actives 10% (n = 79,000);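 further: 0% = growth of vehicle-only cultures of the same strain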
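A DNA repair-deficient yeast mutant serves as the test organism; compound-induced growth inhibition is calculated against vehicle-treated cells.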
An asterisk follows results filed as active; & = joins results of further samples. No stated cut-off is given here; in the data, active means growth inhibition above about 70%; inactive means the rest. Compounds were not picked by outcome; 14% or so of the library scored in one or more.

SMILES | mlh1 rad18 | sgs1 mgt1 | mec2-1 | bub3 | yeast cln2 rad14 | yeast rad50
Cc1cc(Oc2nc(Cl)nc(C(Cl)(Cl)Cl)c2Cl)cc(C)c1N(C)C (tested in a mixture with another compound) | 96* | 96* | 96* | 93* | 92* | 93*
Nc1ncnc2c1ncn2CCCl | 50 | 14 | -1 | 32 | -7 | 8
COC(=O)C(=O)C1CCc2c(C(=O)OC)nc3[nH]n(-c4ccccc4)c(=O)c3c21 (stereo not given) | 0 | 4 | -14 | 25 | -30 | 12
O=C(CSc1n[nH]c(=S)c2nc[nH]c12)c1ccc(Cl)cc1 | 9 | 8 | 4 | 8 | 9 | 4
c1ccc2cc(-c3cc4ccccc4s3)ccc2c1 | -3 | -4 | -20 | -3 | 1 | -5
Nc1nc(N)nc(COc2ccccc2Cl)n1 | 13 | 8 | 8 | 15 | 9 | 6
CCCCOCn1c(=O)[nH]c(=O)c2ccccc21 | -11 | 20 | -8 | 14 | 4 | 5
CCCCCCCCCCCCSCCO | 39 | 39 | 11 | 17 | 31 | 21
COc1ccc(C(O)(c2ccccc2)c2ccccc2)cc1 | 99* | 99* | 99* | 99* | 94* | 99*
CC(C)c1ccccc1S(=O)c1ccccc1C(C)(C)O (stereo not given) | -32 | -22 | -24 | -26 | 9 | -10
CCOCCOc1ccc(OCCOCC)cc1 | 0 | -7 | -2 | -3 | 37 | -2
CC1=C(c2ccccc2)OC(c2ccccc2)=C[P+]1(c1ccccc1)c1ccccc1 | 99* | 99* | 100* | 99* | 99* | 98*
CC(O)COc1ccc(Cl)cc1Cl (stereo not given) | 27 | 46 | -10 | 8 | 10 | 27
COC(=O)c1ccc2n1C1CC3CC(CC2C3)C1 | 6 | 19 | -10 | 42 | 5 | -25
O=C1CSC(c2cccc(F)c2)N1CCN1C(=O)CSC1c1cccc(F)c1 (stereo not given) | -8 | 10 | 17 | 2 | 21 | 28
N#CCCN(C1=NN(C(=O)CC(=O)Nc2cccc(Cl)c2)C(c2ccccc2)C1)c1ccccc1Cl (stereo not given) | -31 | -16 | -29 | -15 | 12 | 8
C=CS(=O)(=O)CCCCCCCCCCCCCC | 30 | 29 | 28 | -5 | 2 | 28
CC(=O)c1sc2[n+](c1C)C(=O)/C(=C\c1ccccc1Cl)S2 | -3 | -1 | -18 | -8 | 10 | 16
C1COCCN1.C1COCCN1.N.N.[Cl-].[Pt+2] | -15 | -38 | -5 | -2 | -14 | -10
C=CCCCCCCCCC(=O)NNC(=O)c1ccncc1 | 19 | 7 | 20 | 11 | 29 | 7
CCN(CC)c1ccc(NC(=S)Nc2ccc(N(CC)CC)cc2)cc1 | -23 | 5 | 0 | 22 | -66 | 23
O=C(NC(N1CCN(c2cc3c(cc2F)c(=O)c(C(=O)O)cn3C2CC2)CC1)(C(F)(F)F)C(F)(F)F)c1ccccc1 | -1 | 11 | -19 | -14 | 34 | 47
CCOc1ccccc1/C=N/NS(=O)(=O)c1ccc([N+](=O)[O-])cc1 | -14 | 3 | -23 | 13 | -19 | -19
CC12OC1(C)C1(C)C3(C)OC3(C)C21C (stereo not given) | -14 | -14 | -37 | -7 | 9 | -12
O=C([O-])c1cc(I)cc(I)c1[OH2+].O=C([O-])c1cc(I)cc(I)c1[OH2+].[Mn+2] | 6 | -6 | -19 | -46 | -24 | -2
S=c1[nH]ccn1-c1ccccc1Cl | -2 | -18 | -17 | -10 | -29 | -18
CN(C)/C=N/NC(=O)C(O)c1ccccc1 (stereo not given) | -20 | 4 | 2 | 34 | 18 | 10
Cc1cc(C(=O)C(=O)O)c(CN2C(=O)c3ccccc3C2=O)c(=O)n1C | -23 | -10 | -2 | -8 | -23 | -13
Nc1c(Cl)ncnc1NCCCCCCCCCCCCNc1ncnc(Cl)c1N | 2 | 26 | 2 | -10 | -9 | -6
CCCNC(=O)c1cccc(-c2cccc(C(=O)NCCC)c2)c1 | 32 | 28 | -10 | 25 | 12 | 30
N#CCCOCCSCCC#N | -2 | -6 | 5 | 1 | -5 | 3
O=C1CSC(c2ccc(O)cc2)N1c1nncs1 (stereo not given) | 12 | 17 | -1 | 6 | -1 | 0
O=C(O)C(CS)N=Cc1nc(-c2ccccc2)oc1O (stereo not given) | -67 | -45 | -36 | -34 | -5 | -30
COc1cc(NC(C)CNC(C)C)c2ncccc2c1 (stereo not given) | 2 | -2 | -5 | 7 | -34 | -16
O=C1NNC=Nc2ccc(cc2)S(=O)(=O)c2ccc(cc2)N=CNNC1=O | -46 | -20 | -2 | -6 | -9 | 41
Cc1ccccc1NC(=O)C(=O)CC(=O)c1c(C)n([O-])c2ccccc2[n+]1=O | 12 | -10 | 5 | -6 | 14 | -7
C=CCOC1OC(CO)C(O)C(O)C1O (stereo not given) | 9 | 29 | 38 | 7 | 12 | 10
NC(=O)NNC(N)=O | -11 | -6 | -9 | -16 | -23 | -13
Cc1ccc(C(=O)C[N+]2(C)CCOCC2)cc1 | 20 | 17 | -8 | 8 | -22 | 16
CC(=O)OCC1OC(OC(C)=O)C(NS(=O)(=O)Cc2ccccc2)C(OC(C)=O)C1OC(C)=O (stereo not given) | 20 | 14 | 17 | -1 | -1 | 10
Cn1c(=N)n(CC(=O)NC23CC4CC(CC(C4)C2)C3)c2ccccc21 | -12 | -27 | -15 | 2 | 3 | 12
CCCC(O)c1ccccc1Cl (stereo not given) | 5 | 25 | 19 | -28 | 16 | 22
CC(C)(C)NC(=O)Nc1nccs1 | 10 | -6 | -8 | -4 | -86 | 8
O=C(/N=C/c1c(O)c2ccccc2oc1=O)NC1CCCCC1 | -6 | -26 | -9 | -18 | 1 | -16
S=c1nc(-c2ccccn2)c(-c2ccccn2)n[nH]1 | -54 | -1 | -9 | -22 | 11 | -11
CCc1c(CBr)c(=O)[nH]c2ccccc12 | 3 | -11 | -8 | 1 | 1 | 9
C[N+]1(Cc2csc(-c3ccc(Cl)cc3)n2)CCOCC1 | 4 | 10 | -26 | 1 | 9 | 3
CC1(C)N=C(N)N=C(N)N1c1cccc(OCCC#N)c1 | 12 | 12 | -8 | 28 | -7 | -3
COc1ncnc2nc(SC)[nH]c12 | 100* | 100* | 100* | 100* | 100* | 100*
CCOc1ccc(N/N=C(\CCC(=O)O)C(=O)O)cc1 | 95* | 50 | 81* | 87* | 94* | 96*
COc1ccc(N=Nc2c(-c3c(OC)cc4occc4c3OC)[nH]c(=O)c(C#N)c2C)cc1 | 5 | -12 | -7 | -6 | -12 | -30
[N-]=[N+]=Nc1cc(=O)n(-c2ccccc2)c2ccccc12 | -22 | -25 | -23 | -4 | -3 | -17
CCOC(=O)c1ccc([N+](=O)[O-])cc1C(=O)OCC | -10 | -18 | -35 | 12 | -5 | 0
CC(C)C1CC(C)(C)C2CC3OC(C(C)C)CC(C)(C)C3CC2O1 (stereo not given) | 1 | 3 | -3 | -10 | -3 | -12
O=c1oc2cccc(O)c2c(O)c1Cc1ccccc1 | 4 | -14 | 12 | -6 | -9 | -9
CCOC(=O)CCC(C)=O | 11 | 15 | 11 | 15 | 20 | 23
COc1ccc(C2=Nc3ccccc3SC(c3ccc(OC)cc3)C2)cc1 (stereo not given) | -15 | 5 | -30 | 12 | -6 | -11
S=C1SCN(C2CCCCC2)CN1C1CCCCC1 | 49 | 72* | 63 | 83* | 31 | 48
CCOC(=O)c1ccc(CSc2ccccc2C(=O)OCC)cc1 | -43 | 10 | -13 | -17 | -60 | -10
CCCN(CCC)CC(O)CN(CCC)CCC | 0 | -22 | -24 | 6 | -36 | 0
Other results follow:
SMILES | mlh1 rad18 | sgs1 mgt1 | mec2-1 | bub3 | yeast cln2 rad14 | yeast rad50
COC(=O)Nc1ccc(C(=O)c2ccccc2)cc1 | -26 | 25 | 6 | -6 | -1 | 8
NS(=O)(=O)c1ccc(N=Nc2nc3[nH]cnc(=S)c3[nH]2)cc1 | 33 | -14 | -4 | 2 | 6 | 33
O=C(O)CC1CC2CC(=O)C1C2 (stereo not given) | 12 | -15 | -31 | -24 | -1 | -28
O=C1c2cc(I)ccc2NC(O)c2cccn21 (stereo not given) | 0 | -9 | -4 | 2 | -101 | 11
Cc1cc(O)c(C(C)C)cc1N=Cc1ccc(O)cc1 | 15 | 2 | -2 | 2 | 2 | 2
CCCCOS(=O)(=O)c1ccccc1 | 14 | 9 | -3 | 1 | -23 | -6
O=C(COc1ccc2ccccc2c1)Nc1cccnc1 | 17 | 20 | 7 | -12 | 6 | 3
CC(=O)Oc1c(C)[nH]ccc1=O | -31 | -13 | -5 | -10 | -20 | 8
CCCCCCCCCCCCCCCC[N+](C)(CCO)Cc1cnc[nH]1 (stereo not given) | 89* | 91* | 87* | 88* | 87* | 90*
COC(=O)c1ccccc1C1=C(O)C(=O)C(c2ccccc2C(=O)OC)=C(O)C1=O | 24 | 54 | 7 | 13 | 10 | 48
CC1=NN(c2nc(N)nc(CN3CCOCC3)n2)C(C)(C)C1 | -2 | 17 | 4 | 6 | 21 | 30
Nc1nc(N)c2ncn(C3OC(CO)C(OC4OC(CO)C(O)C(O)C4O)C(O)C3O)c2n1 (stereo not given) | -10&22 | -28&2 | 7&13 | -18&2 | -19&-3 | -12&-1
CCN(CC)CCCCNc1ccnc(N)n1 | 16 | 3 | -10 | 18 | -23 | -9
[O-][n+]1c(CN2CCCCC2)nc2cccc3c2c1-c1ccccc1-3 | 13 | -4 | 12 | 21 | -9 | 33
CNC(=O)Nc1ccccc1C(=O)NN | 2 | 19 | -14 | -24 | 11 | -6
CCCN(CCCC(NC(C)=O)C(=O)NCc1ccccc1)C(=O)N(CCCl)N=O (stereo not given) | 17 | 3 | -8 | -26 | -5 | -25
O=C(c1cccs1)N(C(=S)N1CCN(c2ccccc2)CC1)C1CCCCC1 | -10 | -8 | -6 | -27 | 13 | 0
CCCCn1c(C)nc2[nH]ncc2c1=O | -12 | -1 | -3 | 7 | -4 | -4
CCCn1c2ccccc2c2ccc3c(c21)C(=O)C=CC3=O | 63 | 71* | 62 | 65 | 56 | 68
N=C(N)SCc1cccc2c(=O)cc(-c3ccccc3)oc12 | -30 | -10 | -37 | -8 | -17 | -23
CCCNC(C)C(C)O (stereo not given) | -11 | -24 | -16 | -5 | -16 | -6
COC(=O)C1(CS(C)=O)NC(=S)NC(=O)C1C#N (stereo not given) | 11 | -4 | 3 | -10 | -11 | 8
CC(C)/C(Cl)=N/OC(=O)Nc1cccc(C(F)(F)F)c1 | -92 | 85* | 38 | 66 | 25 | 36
C=CCN=C1NC(=O)C(CC(=O)Nc2ccc([N+](=O)[O-])cc2[N+](=O)[O-])S1 (stereo not given) | -4 | 20 | -11 | 19 | 13 | 7

Ordered by SMILES length (rising): some entries from above
SMILES | mlh1 rad18 | sgs1 mgt1 | mec2-1 | bub3 | yeast cln2 rad14 | yeast rad50
CCCNC(C)C(C)O (stereo not given) | -11 | -24 | -16 | -5 | -16 | -6
CNC(=O)Nc1ccccc1C(=O)NN | 2 | 19 | -14 | -24 | 11 | -6
CCCCn1c(C)nc2[nH]ncc2c1=O | -12 | -1 | -3 | 7 | -4 | -4
COC(=O)C1(CS(C)=O)NC(=S)NC(=O)C1C#N (stereo not given) | 11 | -4 | 3 | -10 | -11 | 8
N=C(N)SCc1cccc2c(=O)cc(-c3ccccc3)oc12 | -30 | -10 | -37 | -8 | -17 | -23
CC(C)/C(Cl)=N/OC(=O)Nc1cccc(C(F)(F)F)c1 | -92 | 85* | 38 | 66 | 25 | 36
[O-][n+]1c(CN2CCCCC2)nc2cccc3c2c1-c1ccccc1-3 | 13 | -4 | 12 | 21 | -9 | 33
O=C(c1cccs1)N(C(=S)N1CCN(c2ccccc2)CC1)C1CCCCC1 | -10 | -8 | -6 | -27 | 13 | 0
CCCN(CCCC(NC(C)=O)C(=O)NCc1ccccc1)C(=O)N(CCCl)N=O (stereo not given) | 17 | 3 | -8 | -26 | -5 | -25
Nc1nc(N)c2ncn(C3OC(CO)C(OC4OC(CO)C(O)C(O)C4O)C(O)C3O)c2n1 (stereo not given) | -10&22 | -28&2 | 7&13 | -18&2 | -19&-3 | -12&-1
C=CCN=C1NC(=O)C(CC(=O)Nc2ccc([N+](=O)[O-])cc2[N+](=O)[O-])S1 (stereo not given) | -4 | 20 | -11 | 19 | 13 | 7

Additional records follow.
SMILES | mlh1 rad18 | sgs1 mgt1 | mec2-1 | bub3 | yeast cln2 rad14 | yeast rad50
OC1CCC2CCCCC2C1 (stereo not given) | 3 | -15 | -17 | -2 | -25 | -7
O=C(NCCc1c(-c2ccccc2)[nH]c2ccccc12)C(F)(F)F | 60 | 80* | 50 | 72* | 59 | 47
CC(=O)/C(C)=C\c1ccc(C(C)C)cc1 | -2 | -11 | -13 | 11 | -7 | 9
Cc1cc(C)c(Cc2ccccc2O)cc1Cc1ccccc1O | 90* | 93* | 92* | 90* | 91* | 90*
CCC(C)(O)C(C)(O)CC (stereo not given) | -9 | 15 | -14 | -14 | 18 | -7
Nc1nnc(CCCCCCCCc2nnc(N)s2)s1 | -28 | 15 | -12 | 6 | -33 | -1
